AddAB inh = growth inhibition of E. coli expressing H. pylori AddAB, primary screen, AddAB inhibitor project, absorbance. inhibition, % at 11.9 µM. actives 0.29% (n = 330,000). AID 435030, 2010; in the data active = inhibition above about 12%;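 also: 0% = vehicle wells of infected cells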
MOR-DOR ag = agonists of OPRM1-OPRD1 heterodimerization, primary screen, cell-based, luminescence | Mu-type opioid receptor (Homo sapiens) + Delta-type opioid receptor (Homo sapiens), … | cells | activation, % at 9.3 µM | actives 0.3% (n = 340,000); in the data active = activation above about 18%;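 also: 0% = vehicle-treated cells and 100% = reference agonist; values of inactives mirror those of a sister screen read the other way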
PKA-R1A act = activators of PKA-R1A holoenzyme, primary screen, biochemical, fluorescence polarization, Cy5-IP20, bovine R1A, mouse PKAc; PKA-R1A dissociation; scaled: DMSO 0%, 113 µM cGMP 100%; actives 0.083% (n = 340,000); activation, % at 11.4 µM; cAMP-dependent protein kinase type I-alpha regulatory subunit (Bos taurus) + …;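 active = percent activation above the mean of all tested compounds plus 3 SD, cut at about 19% in these data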;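 also: higher means more PKAc released from R1A so a rise in polarization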
Ecoli viability = E. coli V3065 growth inhibition, primary screen, counter-screen for AddAB inhibitor project, absorbance, OD600; 18 h; inhibition, % at 11.9 µM; actives 0.27% (n = 330,000); AID 449728, 2010;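 active = inhibition above the campaign's mean inhibition across all tested compounds plus 3 SD, cut at about 9.9% in these data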;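 also: uninfected addAB+ strain grown without phage in ampicillin broth; 0% = DMSO wells and 100% = ciprofloxacin 0.95 µg/ml wells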
HTR5A ag = HTR5A agonists in luminescence cell assay, primary screen, counter-screen for OPRM1-OPRD1 heterodimer agonist project, full-deck HTS; 5-hydroxytryptamine receptor 5A (Homo sapiens), P47898; cell-based; activation, % at 9.3 µM; actives 0.61% (n = 340,000); in the data active = activation mostly above about 9.5%, no sharp cut-off; inactive = mostly below about 7.6%;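 also: 0% = cells with vehicle only and 100% = reference agonist; strong numbers were not always called active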
Target sequence (P47898 whole entry, looked up): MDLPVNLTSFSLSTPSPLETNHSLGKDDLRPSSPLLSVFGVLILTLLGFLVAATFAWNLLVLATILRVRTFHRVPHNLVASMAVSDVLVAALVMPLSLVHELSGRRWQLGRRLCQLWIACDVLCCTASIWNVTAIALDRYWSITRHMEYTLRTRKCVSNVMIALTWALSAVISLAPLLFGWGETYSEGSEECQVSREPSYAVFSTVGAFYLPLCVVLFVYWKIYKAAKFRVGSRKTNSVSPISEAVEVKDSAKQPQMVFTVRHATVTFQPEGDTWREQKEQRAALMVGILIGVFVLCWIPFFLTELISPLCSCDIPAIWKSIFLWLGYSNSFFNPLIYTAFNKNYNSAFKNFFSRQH
PfHsp90 yeast 2 = growth inhibition of PfHsp90-expressing yeast, primary screen, antimalarial PfHsp90 inhibitor project, S. cerevisiae, BacTiter-Glo luminescence, single point, set 2. BacTiter-Glo ATP, 48 h; yeast lacking PDR1 and PDR3 efflux regulators. inhibition, % at 9.4 µM. actives 0.32% (n = 310,000);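 active = every replicate shows inhibition above about 80%, whatever the replicate mean, limit read from the data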;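 also: 0% = DMSO neutral controls and 100% = 20 µM radicicol positive controls; yeast relying on Plasmodium falciparum Hsp90 in place of its own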
HTR5A inv ctr = HTR5A inverse agonists in luminescence cell assay, primary screen, counter-screen for OPRM1-OPRD1 heterodimer inverse agonist project, full-deck HTS | 5-hydroxytryptamine receptor 5A (Homo sapiens), P47898 | HTR5A cell line, inverse agonism | inhibition, % at 9.3 µM | actives 0.083% (n = 340,000) | AID 504634, 2011; in the data active = inhibition mostly above about 23%, no sharp cut-off; inactive = mostly below about 18%;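 also: 0% = cells with DMSO and 100% = no-cell wells with DMSO; some compounds called inactive have numbers as strong as hits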
SUMO Mot1 rescue = yeast Mot1-301 growth rescue at high temperature, primary screen, SUMOylation pathway inhibitor project, S. cerevisiae, ATP luminescence, 38.5C; S. cerevisiae Mot1-301 growth rescue; percent above DMSO median, 100 means doubled; growth rescue, % at 18.8 µM; actives 1% (n = 320,000); AID 2716, 2010;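 active = every valid replicate shows activation above 250% relative to neutral control wells; inactive = the rest, any valid replicate at or below 250%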;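 also: OY570 slx delta 5 strain wells were the positive control but not used for scaling; some compounds called inactive have numbers as strong as hits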
OPRM1-OPRD1 inv = inverse agonists of MOR-DOR heterodimerization, primary screen, cell-based, luminescence | Mu-type opioid receptor (Homo sapiens) + Delta-type opioid receptor (Homo sapiens), … | cell-based MOR-DOR heterodimer luminescence, inverse agonism | inhibition, % at 9.3 µM | actives 0.21% (n = 340,000) | AID 504357, 2011; in the data active = inhibition above about 22%, passing the limit was not always enough;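 also: 0% = cells with DMSO and 100% = wells without cells with DMSO; values of inactives mirror those of a sister screen read the other way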
phage Ecoli inh = growth loss of phage-infected E. coli, primary screen, RecBCD inhibitor project, absorbance, with phage, HTS | inhibition, % at 11.9 µM | actives 0.26% (n = 360,000) | AID 651602, 2012; in the data active = inhibition above about 11%
DSG3 Ab inh = inhibitors of pemphigus antibody binding to DSG3, primary screen, biochemical, bead-based, flow cytometry, scFv-GFP | DSG3-coupled beads, scFv-anti-DSG3-GFP binding; stronger effect = lower value | binding (percent of control), % at 10 µM | actives 0.48% (n = 310,000) | AID 588358, 2011 | Desmoglein-3 (Homo sapiens), P32926;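 active = binding more than 3 SD below its plate's average and above zero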;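 also: hits lower antibody fragment binding to DSG3; some compounds called inactive have numbers as strong as hits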
* marks the source's active call; other numbers are inactive results; / = not tested or not shown.

SMILES	AddAB inh	MOR-DOR ag	PKA-R1A act	Ecoli viability	HTR5A ag	PfHsp90 yeast 2	HTR5A inv ctr	SUMO Mot1 rescue	OPRM1-OPRD1 inv	phage Ecoli inh	DSG3 Ab inh
Cn1c(=O)c(=O)n(C)c2cc(S(=O)(=O)N3CCCC3C(=O)NCc3ccco3)ccc21 (stereo unspecified)	2.5	-2.5	8	-0.7	-1	9	-8	-25	13	0.6	88
C=C(C)c1cccc(C(C)(C)NC(=O)N2CCN(c3ncccn3)CC2)c1	2.2	0.8	7	-0.4	3	-7	-41	-11	-5	0.6	113
O=C1C2C(c3ccccc3)C=CC(c3ccccc3)C2C(=O)N1CCCO (stereo unspecified)	5.3	-2.2	-10	-0.6	-1	8	-6	1	9	3.7	108
Cc1csc(Nc2cccc3ccccc23)n1	-1.6	0.5	-7	0.1	4	-17	9	-7	-3	2.5	86
N#CC1=C(N)Oc2c(oc(CO)cc2=O)C1c1ccsc1 (stereo unspecified)	2.9	-1.4	-3	0.6	0	/	-7	24	8	2.8	100
CC1(C)CC(NC(=O)C(C)(C)Oc2ccc(Cl)cc2)CC(C)(C)N1	0.7	2.8	-2	-1.8	-2	14	5	-1	-23	3.2	102
O=C1c2cccnc2C(Nc2ccc(S(=O)(=O)N3CCCCCC3)cc2)N1Cc1ccccc1 (stereo unspecified)	3.9	-1.1	-5	-0.7	4	/	3	-12	6	2.7	102
COc1ccc(C(=O)O)cc1S(=O)(=O)Nc1ccccc1-c1ccccc1	1.2	-3.1	-7	-1.8	0	3	-24	3	16	2.7	100
Oc1cccc(Nc2c3ccccc3nc3ccccc23)c1	8.6	-0.8	0	6.5	2	2	-8	7	4	4.9	94
O=C1COc2ccc(C(=O)CSc3ccc(Br)cc3)cc2N1	0.5	0.7	-1	1.8	0	2	-1	-8	-3	0.0	89
CC(C)CC(=O)Nc1nnc(SCC(=O)Nc2ccc3c(c2)OCO3)s1	-1.2	-1.3	2	0.2	0	8	0	-4	8	1.7	96
Cc1cc(C)cc(N=Cc2ccc([N+](=O)[O-])s2)c1	2.0	4.2	1	0.4	6	106*	-6	9	-22	8.4	107
CCOC(=O)C1CC2=C(CC(C)(C)CC2=O)N(CCOC)C1=O (stereo unspecified)	/	-2.5	-4	/	2	6	-8	/	12	1.7	103
COc1ccc(NC(=O)c2cnn(-c3ccccc3)c2C)c(OC)c1	5.0	-1.8	5	0.3	1	0	-3	-21	9	-3.5	108
CN(C)c1ccc(C(=O)NCC(c2cccs2)N2CCOCC2)cc1 (stereo unspecified)	-0.5	-2.3	0	0.8	-2	-36	18	-6	9	2.7	99
Cc1cc(C)c(Nc2cc(S(=O)(=O)O)c(N)c3c2C(=O)c2ccccc2C3=O)c(C)c1	-4.8	-4.3	1	-5.6	-9	14	35	-25	22	-1.9	91
O=C1Cc2cc(S(=O)(=O)Nc3ccccc3Cl)cc3c2N1CCC3	-0.2	-3.0	-1	-1.5	2	-1	-8	8	16	3.0	/
O=C(Cn1c(C(=O)N2CCc3ccccc3C2)cc2sccc21)c1ccccc1	0.1	-3.5	1	1.6	0	/	-47	325	18	/	96
Cc1cc(CNC(=O)c2cc(Br)ccc2Cl)nn1C	-0.3	-1.3	-12	1.9	5	3	-15	-12	7	0.4	99
COc1ccc2c(CC(=O)Nc3ccccc3N3CCOCC3)coc2c1	0.3	0.0	-2	0.8	1	2	-2	-1	0	1.4	105
Cc1onc(-c2ccccc2)c1-c1n[nH]c(=S)n1-c1ccccc1	4.9	-2.4	-5	0.1	0	-10	-1	269	10	4.1	96
Cc1nnc(NC2CCCCC2)[nH]c1=O	0.2	0.0	2	-0.9	2	41	-10	-12	0	-0.5	/
CCOC(=O)N1CCN(S(=O)(=O)N2CCCC(C(=O)NCCCN3CCCCC3CC)C2)CC1 (stereo unspecified)	-1.0	-2.0	-8	-2.5	0	19	1	-7	10	0.5	/
CCCCn1c(SCC(=O)N2CCCC2)nnc1-c1ccccc1	2.6	-2.6	-1	0.4	1	/	-30	0	15	1.7	94
CN(CCc1ccccc1)C(=O)CCc1nnc(Cc2ccc3c(c2)OCO3)o1	3.9	-2.3	2	0.4	7	2	-17	225	12	2.6	98
COc1ccc(Cl)cc1NC(=O)NNC(=O)c1ccccn1	/	-2.2	-8	/	1	/	-5	8	12	-4.5	/
Cc1ccc(NC(=O)C2CCCN(C(=O)c3ccc(Cl)cc3)C2)cc1S(=O)(=O)N1CCOCC1 (stereo unspecified)	1.5	0.4	-3	-0.4	0	/	-1	-4	-2	2.0	117
O=C(c1cn(-c2ccccc2)nc1-c1ccc(Cl)s1)N1CCOCC1	3.1	-1.6	-11	-0.3	1	-124	-2	79	9	2.2	95
C/C(CC(=O)Nc1cccc(Cl)c1Cl)=N\NC(=O)c1ccccc1N	5.7	-0.6	0	0.3	8	-9	-20	0	3	3.5	100
O=C(O)c1ccccc1C(=O)Nc1ccc(Br)c(C(F)(F)F)c1	1.3	-1.1	-2	-0.6	-4	10	-5	-7	6	3.9	111
CCOC(=O)C1CCCCN1Cc1cccc(OC)c1OC (stereo unspecified)	0.8	-0.8	3	-0.9	-3	-2	-2	3	4	-0.8	102
CC(Oc1cccc(Br)c1)C(=O)NNC(=O)c1ccccn1 (stereo unspecified)	-2.5	-2.2	-7	-3.5	-6	-12	15	5	9	/	100
COc1ccc2cc(C(=O)CS(=O)(=O)c3ccccc3)c(=O)oc2c1	-0.3	-1.9	0	0.8	1	7	-5	-4	10	0.7	95
O=C(NNS(=O)(=O)c1ccccc1[N+](=O)[O-])c1ccc(O)cc1	5.5	-0.8	-1	0.6	-4	-8	-12	-8	4	4.0	102
CC(/C=N/NC(=O)CNc1n[nH]c(=O)[nH]c1=O)c1ccccc1 (stereo unspecified)	0.5	-3.3	-4	2.5	-4	-30	-4	328	17	3.6	107
Cc1ccccc1Nc1nc(N)nc(CN2CCN(C(=O)c3ccccc3)CC2)n1	6.7	-3.5	-8	1.8	6	18	12	4	17	3.5	103
CCCCN1C(=N)N([C@@H](C)CN2CCC[C@H]2CN2C(N)=NC[C@@H]2Cc2ccccc2)C[C@H]1[C@H](C)CC	0.9	-0.9	3	-0.3	-2	9	-33	-15	5	1.5	110
COC(=O)c1ccc(/C=C/c2c(-c3ccsc3)sc3ccccc23)cc1	2.1	-0.9	1	2.9	3	-16	-15	6	5	-0.8	95
COCCn1c(SCC(=O)Nc2ccc(C(N)=O)cc2)nc2c([nH]c3ccccc32)c1=O	0.3	-2.5	-6	0.7	3	-6	-42	15	13	1.2	90
NC(=O)CC(NC(=O)c1ccc(Br)cc1)c1ccc(NCc2ccc(F)c(F)c2)c([N+](=O)[O-])c1 (stereo unspecified)	1.1	-0.7	-2	0.9	2	/	4	6	4	1.7	100
Cc1c(C(=O)NNC(=O)c2ccncc2)oc2ccccc12	1.3	0.1	1	0.2	5	9	-12	9	-1	-0.4	107
O=C(CCNS(=O)(=O)c1ccccc1)OCC(=O)c1ccc(Br)cc1	1.4	-1.3	2	1.9	-3	-3	7	46	9	1.5	100
Cc1cc(NC(=O)CSc2nc3c(C)ccc(C)c3cc2C#N)no1	3.0	-3.0	0	3.4	7	13	0	-4	16	-1.0	105
CN1CCN(C2=CC(=O)OC23CCCCC3)CC1	1.1	1.0	7	-0.6	2	-34	12	-19	-6	2.2	114
O=C(c1ccccc1)N1CCCN(c2nccc(C(F)(F)F)n2)CC1	0.1	-4.9	1	-1.6	-3	13	-28	0	24	-0.6	/
Cc1ccc(NC(=O)CSc2nnc(CNC(=O)c3cccs3)o2)cc1	0.7	-1.3	-6	-2.3	-7	-12	19	/	6	4.7	103
CC(NC(=O)C12CC3CC(CC(C3)C1)C2)c1ccc2c(c1)OCCO2 (stereo unspecified)	0.1	0.9	0	-1.6	-3	/	6	320	-5	1.1	100
Cc1cc(NCCN2CCOCC2)n2nc(C)c(-c3ccc(Cl)cc3)c2n1	-1.7	-1.8	-10	-4.9	1	-1	-20	53	7	1.0	123
O=C(CN(c1ccccc1)S(=O)(=O)c1ccccc1[N+](=O)[O-])N1CCCC1	2.8	-0.4	-3	0.9	-2	10	4	37	3	-0.1	/
CC(C)[C@H](NC(=O)[C@@H]1Cc2ccccc2CN1C(=O)OC(C)(C)C)C(=O)NCC1CCCO1 (stereo partly specified)	-0.6	0.0	12	-0.2	-1	-26	-9	1	0	0.2	102
CCOC(=O)c1ccccc1NC(=O)CN(c1ccccc1C)S(C)(=O)=O	2.6	0.4	-7	1.3	2	/	-3	25	-2	2.7	84

Compound activity: PubChem BioAssay, several laboratories
